# Bioassay records as filed in PubChem.
# PLK1 PBD block: inhibitors of human PLK1 polo-box domain binding. P53350. Plk1 PBD binding of FITC phosphopeptide, fluorescence polarization. Potency, µM, for the others: max response, negative = inhibition, most hits filed as inhibitors. actives 2.8% (n = 360,000). AID 720504; further: potency means the concentration at half of the fitted maximal effect; series mostly up to about 57 µM; on the % scale 0 is the no-effect control and ±100 the full control effect; nearly all actives have a fitted effect of over 65% in size
# CCT modulator: changes cytosolic chaperonin activity | actives 0.3% (n = 360,000) | purified chaperonin ATPase assay, HTRF ADP detection, 30 min | AID 651819 | activity change, % (no concentration beside the values), hits read low; in the data active means activity change below about -30%; further: on the % scale 0 is the no-effect control and ±100 the full control effect
#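 ATPase activity: ADP formed was measured by HTRF Transcreener (665/615 nm ratio) after 30 min at 37 deg C with 10 uM ATP. Compounds screened at one 76 uM concentration against 40 or 20 nM TRiC in Tris pH 7.4/KCl/MgCl2/DTT buffer.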
# EPAC1 antag: blocks human EPAC1 exchange factor. Potency, µM (doses to about 115 µM), inactives show top-dose activity change, negative = inhibition, actives largely listed as inhibitors. EPAC1 GEF assay, Rap1b-BODIPY-GDP exchange fluorescence. actives 0.14% (n = 360,000). O95398. AID 720709;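 further: potency means the concentration at half of the fitted maximal effect; plate controls were vehicle for no effect and positive control for full effect; nearly all actives have a fitted effect of over 50% in size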
# Target sequence (O95398 whole entry, looked up): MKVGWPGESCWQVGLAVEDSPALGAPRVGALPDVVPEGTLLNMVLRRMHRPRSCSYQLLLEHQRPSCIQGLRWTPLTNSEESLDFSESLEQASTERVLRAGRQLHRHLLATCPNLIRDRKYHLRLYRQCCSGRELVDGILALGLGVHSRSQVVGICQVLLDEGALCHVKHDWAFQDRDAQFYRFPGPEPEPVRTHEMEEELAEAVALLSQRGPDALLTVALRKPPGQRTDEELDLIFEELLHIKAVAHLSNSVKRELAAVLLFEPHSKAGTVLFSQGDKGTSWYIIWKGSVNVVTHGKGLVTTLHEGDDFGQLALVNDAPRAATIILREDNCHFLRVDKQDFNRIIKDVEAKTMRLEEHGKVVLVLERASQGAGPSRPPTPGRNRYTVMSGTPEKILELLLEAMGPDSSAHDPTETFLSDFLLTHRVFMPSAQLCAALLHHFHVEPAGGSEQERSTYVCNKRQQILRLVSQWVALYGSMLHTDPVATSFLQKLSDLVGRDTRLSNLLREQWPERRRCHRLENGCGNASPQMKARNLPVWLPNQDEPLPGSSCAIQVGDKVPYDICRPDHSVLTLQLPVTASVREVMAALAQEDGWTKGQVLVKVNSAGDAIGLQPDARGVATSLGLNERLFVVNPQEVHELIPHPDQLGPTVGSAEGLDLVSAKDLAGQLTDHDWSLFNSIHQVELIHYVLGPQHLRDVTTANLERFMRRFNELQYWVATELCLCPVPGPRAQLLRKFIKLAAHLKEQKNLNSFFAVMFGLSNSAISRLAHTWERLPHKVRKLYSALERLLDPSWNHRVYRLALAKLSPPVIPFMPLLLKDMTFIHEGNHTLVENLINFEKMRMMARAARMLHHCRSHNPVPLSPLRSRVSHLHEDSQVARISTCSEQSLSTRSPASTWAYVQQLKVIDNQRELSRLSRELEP
# EPAC1 ag: EPAC1 (human) agonism. EPAC1 agonist qHTS, biochemical assay; response scale: 100% = response to 6.5 mM cAMP. Potency, µM (doses to about 154 µM), for inactives: at the top dose activation, most hits filed as activators. O95398. AID 720707. actives 0.073% (n = 360,000); further: potency means the concentration at half of the fitted maximal effect; nearly all actives have a fitted effect of over 60% in size
#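 Multi-concentration qHTS readout: loss of Rap1B-bound BODIPY-GDP fluorescence driven by 100 nM EPAC1 with excess GDP (50 uM), monitored kinetically at room temperature; agonist response expressed relative to 6.5 mM cAMP.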
# IL-2 act: IL-2 activation. IL-2 activation reporter assay, cell-based qHTS; stimulated with anti-CD3/CD4/CD28 beads; in transgenic mouse T cells. activation, % (series mostly up to about 46 µM). actives 0.065% (n = 360,000); in the data active means activation above about 50%; inconclusive means mostly about 30% to 49%; further: 0% is about no effect
#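 First, unstimulated transgenic mouse T cells were exposed to compound for 60 min. Next, anti-CD3/anti-CD4-coated beads with anti-CD28 were added. Finally, after 18 h at 37 degrees C, EGFP and DsRed were imaged.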
# PI5P4K alpha inh: PI5P4K alpha (human) kinase inhibition. AID 652105. P48426. PI5P4Kalpha enzyme, ADP-Glo luminescence, 60 min; stronger effect = lower value. actives 1.2% (n = 330,000). max response, %; active means max response of -50% or lower; inconclusive means between -30% and -50%; inactive means -30% or higher; further: value at the top dose of about 77 µM; on the % scale 0 is the no-effect control and ±100 the full control effect
#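 Controls without substrate or without enzyme flank wells where PI5P4Kalpha converts substrate using 5 microM ATP (final). Incubation lasts 60 minutes at room temperature; ADP formed is read by ADP-Glo luminescence.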
# EPAC2 ag: EPAC2 (human) agonism. actives 0.079% (n = 360,000). EPAC2 activation, biochemical qHTS; response scale: 100% = 6.5 mM cAMP response. Potency, µM (doses to about 154 µM), inactives show at the highest dose activation, usual class: activators. Q8WZA2; further: potency means the concentration at half of the fitted maximal effect; nearly all actives have a fitted effect of over 50% in size
#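 EPAC2 (100 nM) mixed with Rap1B loaded with BODIPY-GDP (250 nM) plus 50 uM unlabeled GDP; compounds pinned in, 5 min RT, then read every 5 min for 30 min (ex 480, em 540 nm). Normalized to cAMP control.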
# WRN inhibitor: inhibitors of human WRN helicase; actives 0.46% (n = 360,000); Potency, µM (doses to about 114 µM), inactives show at the top dose activity change, negative = inhibition, actives largely listed as inhibitors; WRN helicase unwinding, fluorescent forked duplex, kinetic; AID 651768; further: potency means the concentration at half of the fitted maximal effect; on the % scale 0 is the no-effect control and ±100 the full control effect; nearly all actives have a fitted effect of over 55% in size
#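 Enzyme (20 nM final) and test compound sit together 15 min at room temperature before substrate addition. Substrate is a single-forked duplex oligonucleotide (100 nM) labelled with fluorophore and quencher, with 2 mM ATP; helicase unwinding raises red fluorescence, read kinetically.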
# An asterisk follows results filed as active; ? = inconclusive; nt = no result given; [ ] = dose if it differs, or a comment. Unless noted, the call rests on the fitted dose curve; in most records, active means well fitted curve in the direction sought with a large enough effect; inconclusive means small, poorly fitted or top-dose-only effect, or another doubt; inactive means no such curve, though single readings can be large; an effect the other way counts as inactive or inconclusive. Some of the compounds tested, so the mix of outcomes need not match the whole.
SMILES,PLK1 PBD block,CCT modulator,EPAC1 antag,EPAC1 ag,IL-2 act,PI5P4K alpha inh,EPAC2 ag,WRN inhibitor
CN(C)CCCNC(=O)C[C@H]1C[C@H](C(=O)N2CCCCC2)[C@@]2(CCc3ccccc3)c3[nH]c4cc(-c5ccco5)ccc4c3CCN2C1=O,-10%,-0.8,-17%,-6%,-0.9,-1,-2%,-7%
O=C(NC(Cc1ccccc1)c1nc2ccccc2[nH]1)C1CC(=O)N(c2ccc3c(c2)OCCO3)C1 (stereo not given),3%,-0.3,11%,3%,-0.2,-2,7%,-11%
COc1ccc(C2=NN(C(=O)CCC(=O)O)C(c3cccs3)C2)cc1OC (stereo not given),-7%,1.4,-21%,10%,2.5,2,7%,1%
CCCCC[C@@H](C)N1C[C@@H](COCc2ccccc2)Oc2cc(N3CCC[C@H]3CO)ccc2S1(=O)=O,0%,-2.8,-22%,-17%,-1.2,18,-6%,-14%
Cc1cc(C)c(S(=O)(=O)N2CCN(C(=O)c3cccs3)CC2)c(C)c1,-15%,1.0,2%,4%,-3.0,-28,4%,-12%
COc1ccccc1NC(=S)NC(=O)Cc1ccc(Cl)cc1,-5%,-0.9,-5%,-6%,-2.2,0,-3%,2%
COC(=O)c1c(NC(=O)c2ccoc2C)sc(C)c1C,-3%,-1.3,11%,-11%,-4.0,4,0%,-2%
CC(OC(=O)c1nsc(Cl)c1Cl)C(=O)NCc1ccc2c(c1)OCO2 (stereo not given),0%,-0.1,4%,2%,-2.5,nt,-19%,-1%
CCC(/C=C1\Sc2ccc(OC)cc2N1CC)=C\c1sc2ccc(OC)cc2[n+]1CCCS(=O)(=O)[O-],?,-0.3,5%,0%,-3.9,?,7%,32%
CCOCCCN(C)C1CCN(C(=O)c2oc3ccccc3c2NC(=O)c2cccc([N+](=O)[O-])c2)CC1,-9%,3.6,-30%,1%,-2.8,4,9%,-3%
CC(=O)c1ccc(N2CCC(C)CC2)c(F)c1,4%,-0.6,-10%,-11%,0.2,5,-3%,1%
Cc1nc2ccc(NC(=O)c3ccc(Cl)c([N+](=O)[O-])c3)cc2s1,-3%,0.1,-11%,-4%,-0.6,6,29%,-6%
C/C=C(\C)CN1CCN(c2cccc(C)c2C)CC1,-11%,-1.2,3%,10%,-3.7,nt,13%,-8%
CN(C)C(CNC(=O)c1cccc(S(=O)(=O)N2CCN(c3ccccc3)CC2)c1)c1ccccc1 (stereo not given),-3%,-46*,-17%,-2%,0.7,-9,9%,-3%
S=c1[nH]nc(-c2cc(-c3ccccc3)n[nH]2)n1/N=C/c1ccc(Cl)c(Cl)c1,?,0.6,56µM*,63µM*,-0.1,-20,5%,35µM*
CCSc1nnc2c(n1)OC(C)(C)Nc1ccccc1-2,4%,-5.2,7%,-2%,0.4,nt,4%,-20%[57.1 µM]
CCOC(=O)C1CCN(C(=O)Cn2nc(CC)n3cccc3c2=O)CC1,27µM*,-1.1,9%,5%,-0.8,-11,-4%,5%
O=C(O)Cc1ccc(C(=O)c2ccc(F)cc2)s1,-1%,-0.9,12%,3%,2.0,-7,-5%,6%
CC[n+]1c(/C=C/Nc2ccccc2)oc2ccccc21,9%,-14,8%,4%,0.9,nt,8%,-18%
Cc1ccc(N(Cc2ccccc2)C(=O)c2cccc(S(=O)(=O)N3CCN(C)CC3)c2)cc1,2%,-0.8,-15%,-4%,-1.4,-10,-4%,-2%
CN(C(=O)CSc1nnc(C2CC2)n1C)C1CCCc2ccccc21 (stereo not given),-6%,0.2,0%,11%,0.0,-14,-3%,11%
CCC1CCCCN1CCCn1c(=S)[nH]c2ccccc2c1=O (stereo not given),-3%,-2.7,6%,9%,-0.3,-7,-43%[inhibitor],2%
CC1CCc2c(sc3nn[nH]c(=O)c23)C1 (stereo not given),?,-0.8,7%,8%,0.6,nt,8%,-5%[57.1 µM]
CC(C)(C)NC(=O)/C(=C\c1cccnc1)NC(=O)c1ccco1,3%,-1.5,15%,-10%,0.2,8,1%,10%
O=C1NC2(CCCCCC2)C(=O)N1Cc1ccccc1Br,-3%,0.0,12%,-1%,-0.4,6,7%,-4%
CC(=O)c1sc(NC(C)c2ccccc2)nc1C (stereo not given),-2%,0.1,-13%,0%,-1.1,4,6%,2%
Nc1ccc(Cl)c(S(=O)(=O)Nc2ccccc2Cl)c1,-4%,-0.9,-21%,-5%,0.9,6,-3%,-5%
CN/C(=C\[N+](=O)[O-])NCCSCc1ccc(CN(C)C)o1,5%,-0.7,13%,-14%,-0.2,-4,-2%,0%
CC12CN3CC(C)(CN(C1)C3c1ccc([N+](=O)[O-])o1)C2=O (stereo not given),-18%,-2.7,-2%,-4%,-2.5,1,6%,-3%
N#CC(C(O)c1ccccc1)N1CCOCC1 (stereo not given),-2%,-0.4,2%,5%,-1.1,0,6%,-3%
Cn1ccc(=NC=C(C#N)C#N)c2ccccc21,-7%,-2.0,0%,0%,3.6,-8,-8%,7%
O=C(O)CC(NNC(=O)c1ccccc1)C(=O)Nc1ccc([N+](=O)[O-])cc1 (stereo not given),-10%,-2.0,-26%,8%,-0.4,7,18%,2%
O=C(Nc1cc(Cl)ccc1Cl)c1ccco1,5%,-0.6,2%,1%,2.0,6,3%,0%
Clc1cccc(CN2CCCCCC2)c1Cl,-17%,1.7,-9%,-5%,-0.6,-5,3%,3%
C#CCOCCOCCOCCNc1nc(N2CCN(C(=O)[C@H]([C@@H](C)CC)n3cc([C@@H](N)CC(C)C)nn3)CC2)nc(N2CCN(C(=O)[C@H](CCCCN)n3cc([C@@H](N)C(C)CC)nn3)CC2)n1 (stereo not given in full),-9%,-0.1,-8%,8%,-0.5,-2,-1%,4%
CCC(C)c1ccc(NC(=O)C2CCN(c3ncccn3)CC2)cc1 (stereo not given),-1%,1.1,8%,-2%,-2.2,nt,-11%,-14%
CC(CN1CCCC(C(N)=O)C1)c1ccccc1 (stereo not given),-9%,-28,-13%,0%,-2.0,nt,9%,3%
Cc1cc(=O)n2c(ccc3ccccc32)c1C#N,4%,-3.2,13%,5%,1.4,-8,-83%[inhibitor][15.6 µM],8%
COc1cccc(C2CC(=O)C3=C(C2)Nc2ccccc2N(C(=O)CCC(=O)O)C3c2ccc(F)cc2)c1 (stereo not given),-12%,-1.9,-19%,4%,-3.7,6,7%,-19%
Cc1nn(-c2ccccc2)c2sc(C(=O)c3c(N)n(C)c(=O)n(C)c3=O)cc12,-2%,-1.3,13%,-10%,1.2,6,-20%,-15%
COC(=O)c1cc(NC(C)=O)ccc1N1CCOCC1,-1%,-1.1,2%,-2%,0.7,-3,-4%,6%
Cc1ccc(S(=O)(=O)Cc2sc3ccccc3[n+]2C)cc1,-8%,0.1,5%,15%,-0.9,nt,12%,-11%
O=c1[nH]c(=O)c2cc([N+](=O)[O-])cc([N+](=O)[O-])c2[nH]1,-9%,-0.2,-10%,0%,15,-17,7%,-9%
CC(C)(CNC(=O)c1cccc(F)c1)CNC(=O)c1cccc(F)c1,0%,1.5,-14%,-9%,-0.5,1,7%,2%
COCc1cc(C)nc(SCC(=O)Oc2ccccc2)c1C#N,-3%,-0.7,-15%,3%,-0.5,-3,9%,0%
Cc1cccc(Cc2nnc(CCC(=O)N(C)Cc3ccncc3C)o2)c1,-3%,2.0,-10%,1%,-0.1,-5,5%,11%
O=C(COC(=O)c1ccccc1Nc1ccc(SC(F)F)cc1)NC1CC1,-12%,-3.5,13%,10%,-3.5,4,1%,-1%
Cc1cccc(NC(=O)/C(C#N)=C\c2cn(CC(=O)O)c3ccccc23)c1,-4%,1.2,14%,6%,0.1,7,-3%,-4%
O=C(NC1CCCCC1)c1cccc(N2C(=O)CCC2=O)c1,-4%,-1.4,-15%,7%,-1.5,2,6%,-4%
Cc1cc(C)n(CCCC(=O)O)n1,-10%,-1.6,4%,14%,-0.2,-10,11%,-28%
CCCNC(=O)c1oc2ccc3c(c2c1C)C(=O)CC(C)(C)O3,-21%,-1.0,6%,1%,-0.2,0,1%,2%
CCCS(=O)(=O)N1CCCC(C(=O)NC2CCCCC2)C1 (stereo not given),-6%,-0.2,0%,9%,0.0,2,4%,2%
O=C(Nc1ccc2c(c1)OCCO2)C(c1ccnc2ccccc12)N1CCN(C/C=C/c2ccccc2)CC1 (stereo not given),-3%,0.1,-6%,2%,-0.9,8,12%,-4%
FC(F)(F)c1cnc2c(c1)[nH]c(=S)n2-c1ccc(Cl)cc1,-4%,0.2,-13%,-5%,-3.7,-16,7%,3%
CCOc1cc(C(=O)OCc2cc(=O)n3c(C)csc3n2)ccc1OC,-1%,-0.8,19%,-3%,1.2,-9,2%,7%
Cc1cccc(C(=O)CC(=O)c2cc(Cl)ccc2O)c1,-25%,-1.5,0%,11%,-1.9,-2,2%,-12%
FC(F)(F)c1nc(Sc2ncccc2C(F)(F)F)n[nH]1,0%,1.5,-7%,13%,-0.4,-3,4%,-6%
Cc1cccc(Nc2nc(Cl)ncc2F)c1C,-6%,-7.2,-1%,-1%,-2.8,7,?,11%
COc1ccc(-c2c(-c3cc(OC)cc(OC)c3)n(C)c3ccc(-c4ccc(OC)c(F)c4)cc23)cc1,-5%,-0.7,-9%,-8%,-0.4,0,2%,-4%
COc1cc(F)c(C2=CC(=O)CC(C)(C)C2)cc1F,-8%,-3.1,-10%,-19%,-2.3,7,18%,4%
CCOC(=O)C1(CCc2ccccc2)CCN(Cc2cc(OC)c(OC)cc2OC)CC1,-8%,-1.5,-5%,8%,-0.5,-3,6%,-8%
Cc1cc(C(=O)N2CCN(c3ncccn3)CC2)cs1,-7%,1.3,8%,-14%,-2.0,nt,7%,5%
